MBNL1 CUG block: MBNL1-poly(CUG) RNA binding inhibition; hit rate 0.036% among 280,000; Q9NR56; Potency, µM (titrated, usually from 57.5 µM), for inactives: at the top dose activity change, negative = inhibition, usual class: inhibitors; TR-FRET MBNL1-His/biotin-(CUG)12 binding, 665/545 ratio; active = well fitted inhibition curve with a large enough effect in the signal ratio, with a control signal flat, not every such curve was filed as active; inconclusive = small, poorly fitted or top-dose-only effect, or effect the other way, or a change in a side signal; inactive = no such curve, though single readings can be large or run the other way; the % refers to the signal ratio; note: potency is the fitted concentration of half-maximal effect; % is set by controls: 0 for no effect and ±100 for the full control effect
Target sequence (Q9NR56 whole entry, looked up): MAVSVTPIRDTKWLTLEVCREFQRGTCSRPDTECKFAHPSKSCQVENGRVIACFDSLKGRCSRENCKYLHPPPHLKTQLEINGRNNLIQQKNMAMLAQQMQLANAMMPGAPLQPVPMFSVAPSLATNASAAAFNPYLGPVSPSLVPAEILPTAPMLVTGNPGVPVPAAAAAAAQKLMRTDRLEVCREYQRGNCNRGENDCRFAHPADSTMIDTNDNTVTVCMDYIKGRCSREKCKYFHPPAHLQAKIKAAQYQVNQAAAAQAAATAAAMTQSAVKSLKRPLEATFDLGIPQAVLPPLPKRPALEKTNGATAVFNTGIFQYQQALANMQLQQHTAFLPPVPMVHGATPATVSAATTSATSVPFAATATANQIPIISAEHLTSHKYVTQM
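TR-FRET readout: Ex 340 nm, 665/545 nm emission ratio, normalized to buffer-only (basal) and MBNL1-(CUG)12 controls. Complex of MBNL1-His with Biotin-(CUG)12, compounds 92 nM–58 uM, incubated 60 min at room temperature.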
Mito fusion yeast: mitochondrial division inhibition or fusion activation; Potency, µM (highest dose often 46.1 µM), for the others: at the highest dose growth rescue (activation), hits mostly activators; S. cerevisiae fusion-defective mutant growth rescue, CellTiterGlo 48 h; hit rate 0.23% among 320,000;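 note: potency is the fitted concentration of half-maximal effect; % of control where 0% means no effect; nearly all actives have a fitted effect of over 45% in size; temperature-sensitive fusion mutants such as fzo1-1 at 37 °C on non-fermentable ethanol glycerol medium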
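Yeast fusion mutant, YPEG (non-fermentable carbon), compound, 48 h at 37C non-permissive; CellTiterGlo added, 10 min RT, luminescence read. Rescued growth = division inhibition.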
Gal4-VP16 FLuc: counter-screen for ROR gamma inhibitors: Gal4-VP16 reporter. hit rate 3.5% among 310,000. Potency, µM (top dose mostly 53.6 µM), for inactives: at the highest dose activity, negative = inhibition, usual class: inhibitors. Drosophila S2 Gal4-VP16 UAS-luciferase, luminescence, 20 h;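 note: Gal4-VP16 expression switched on by copper sulfate through the metallothionein promoter; potency is the fitted concentration of half-maximal effect; % is set by controls: 0 for no effect and ±100 for the full control effect; nearly all actives have a fitted effect of over 50% in size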
NPC1 promoter act: activators of NPC1 promoter; Huh7 NPC1 promoter luciferase reporter, 24 h; Potency, µM (series often up to 9.22 µM), for inactives: at the highest dose activation, actives largely listed as activators; hit rate 2.4% among 320,000; AID 485313;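 note: potency is the fitted concentration of half-maximal effect; % of control where 0% means no effect; nearly all actives have a fitted effect of over 60% in size; reporter is driven by a mutant NPC1 promoter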
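Stable NPC1-promoter luciferase Huh7 line; cpd (DMSO) 24 h, 37 °C, 5% CO2; Amplite luciferase reagent 10 min RT; luminescence readout. qHTS format.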
Menin-MLL TR inh: displaces Texas Red mutant MLL peptide from human menin; O00255; Menin + Texas Red MLL mutant peptide, fluorescence polarization; Potency, µM (top dose mostly 61.6 µM), for the others: at the highest dose FP activity change, negative = inhibition, usual class: inhibitors; hit rate 0.23% among 270,000; AID 1768; active = well fitted inhibition curve with a large enough effect in the polarisation, with a control signal flat, not every such curve was filed as active; inconclusive = small, poorly fitted or top-dose-only effect, or effect the other way, or a change in a side signal; inactive = no such curve, though single readings can be large or run the other way; the % refers to the polarisation; note: potency is the fitted concentration of half-maximal effect; % of control where 0% means no effect; many of its hits are not listed in these tables
Target sequence (O00255 whole entry, looked up): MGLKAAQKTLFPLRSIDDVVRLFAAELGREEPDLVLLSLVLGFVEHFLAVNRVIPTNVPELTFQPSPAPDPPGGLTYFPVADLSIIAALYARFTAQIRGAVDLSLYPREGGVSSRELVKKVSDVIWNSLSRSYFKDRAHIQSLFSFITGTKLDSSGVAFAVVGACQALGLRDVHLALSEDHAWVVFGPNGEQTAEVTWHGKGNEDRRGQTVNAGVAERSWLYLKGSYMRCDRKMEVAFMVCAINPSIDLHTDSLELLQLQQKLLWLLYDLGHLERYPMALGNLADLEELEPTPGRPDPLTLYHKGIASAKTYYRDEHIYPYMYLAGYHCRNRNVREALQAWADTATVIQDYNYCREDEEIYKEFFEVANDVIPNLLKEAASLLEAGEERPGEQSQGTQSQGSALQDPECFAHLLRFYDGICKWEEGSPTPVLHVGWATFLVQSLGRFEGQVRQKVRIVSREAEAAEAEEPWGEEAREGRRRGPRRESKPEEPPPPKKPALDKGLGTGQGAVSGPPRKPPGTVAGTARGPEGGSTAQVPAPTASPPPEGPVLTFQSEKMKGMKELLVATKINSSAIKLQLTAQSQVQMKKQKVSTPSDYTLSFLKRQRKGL
KCNH2 3.1 block: blocks the human KCNH2 3.1 channel isoform. U2OS KCNH2 3.1, thallium flux FluxOr; stronger effect = lower value. activity change, % (tested at about 1.8 µM). hit rate 0.95% among 340,000. AID 720553;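 active = maximum activity change below -70%; inconclusive = maximum activity change from -70% to -50%; inactive = maximum activity change above -50%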;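 note: thallium influx rate constant from kinetic fluorescence after stimulation buffer; % is set by controls: 0 for no effect and ±100 for the full control effect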
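Normalized rate constant (relative to positive and negative DMSO controls) derived from a 2 min kinetic fluorescence read after stimulation; U2OS cells expressing the 3.1 isoform via virus at 1.77 x 10^8 /mL.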
Rab9 prom act: activates the Rab9 promoter; Huh7 Rab9 promoter-luciferase reporter, luminescence, 24 h; Potency, µM (top dose mostly 9.22 µM), without a hit: at the top dose activation, negative = inhibition, hits mostly activators; hit rate 2.8% among 320,000; AID 485297; note: potency is the fitted concentration of half-maximal effect; % of control where 0% means no effect; nearly all actives have a fitted effect of over 60% in size
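Steps: seed 1500 Huh7 Rab9-luc cells per well, rest 2 h at 37 °C; add compound in DMSO; incubate 24 h; add luciferase reagent, 10 min ambient; read luminescence.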
FLuc counter: counter-screen for miR-21 project: firefly luciferase inhibitors or activators | purified FLuc, Km substrates, luminescence inhibition | Potency, µM (highest dose often 57.5 µM), for inactives: at the top dose activity change, negative = inhibition, actives largely listed as inhibitors | hit rate 6.9% among 360,000 | AID 588342;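 note: potency is the fitted concentration of half-maximal effect; plate controls were vehicle for no effect and reference inhibitor for full effect; nearly all actives have a fitted effect of over 55% in size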
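Biochemical qHTS of compounds, final roughly 60 µM downward over six points, against 10 nM purified firefly luciferase using Km concentrations of substrates (10 uM D-luciferin, 10 uM ATP) in Tris acetate pH 7.5 buffer; luminescence output.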
RORgamma inh: inhibitors of mouse ROR gamma transcriptional activity; P51450; AID 2551; hit rate 5.4% among 310,000; Drosophila S2 Gal4-RORgamma UAS-luciferase reporter, 20 h; Potency, µM (series often up to 53.6 µM), without a hit: at the top dose activity change, negative = inhibition, hits mostly inhibitors; note: potency is the fitted concentration of half-maximal effect; % is set by controls: 0 for no effect and ±100 for the full control effect; nearly all actives have a fitted effect of over 60% in size
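Stably transfected Drosophila Schneider cells are the test system, with ROR gamma fused to Gal4 and luciferase under UAS control; luminescence is read after 20 hr of 700 uM copper sulfate induction at ambient temperature.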
PKM2 act: activators of human pyruvate kinase M2. P14618. hit rate 0.34% among 260,000. Potency, µM (highest dose often 57.5 µM), for inactives: at the highest dose activation, actives largely listed as activators. purified PKM2, Kinase-Glo ATP luminescence, activation; response scale: 0% is enzyme alone, no compound; note: potency is the fitted concentration of half-maximal effect; % is set by controls: 0 for no effect and ±100 for the full control effect; nearly all actives have a fitted effect of over 55% in size
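Kinase-Glo luminescence reports ATP generated from ADP (0.1 mM) and PEP (0.5 mM) by purified hPK-M2 after 1 h at room temperature, pH 7.2 imidazole buffer; intermediate enzyme activity allows detecting inhibitors and activators.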
ELG1 repair inh: inhibitors of ELG1-dependent DNA repair in HEK293T cells | Potency, µM (series often up to 46.1 µM), inactives show top-dose activity change, negative = inhibition, usual class: inhibitors | HEK293T ELG1-luciferase reporter, luminescence, 16 h; DNA damage induced by 5-fluorouridine | hit rate 2.3% among 330,000; note: potency is the fitted concentration of half-maximal effect; % is set by controls: 0 for no effect and ±100 for the full control effect; nearly all actives have a fitted effect of over 55% in size
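Step one: seed 2,000 cells per well. Step two: pin-transfer compound or DMSO alongside 5-fluorouridine. Step three: incubate 16 hr, 37 °C, 5% CO2. Step four: add ONE-Glo, wait 30 min, read luminescence.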
The depositor's hits bear a star; ? = inconclusive; / = not tested or not shown; [ ] = another dose, or the depositor's remark. Unless noted, calls come from the whole dose curve; as a rule, active = well fitted curve in the direction sought with a large enough effect; inconclusive = small, poorly fitted or top-dose-only effect, or another doubt; inactive = no such curve, though single readings can be large; an effect the other way counts as inactive or inconclusive. Only part of the results is shown; rates above refer to the full screens.

Every second line gives: MBNL1 CUG block | Mito fusion yeast | Gal4-VP16 FLuc | NPC1 promoter act | Menin-MLL TR inh | KCNH2 3.1 block | Rab9 prom act | FLuc counter | RORgamma inh | PKM2 act | ELG1 repair inh
1. CC(=O)Nc1nc2c(s1)CCc1ccccc1-2
 : 3% | 30% | -2% | 14% | 7% | 19 | 3% | ? | -2% | / | ?
2. Nc1nc2c(s1)CCc1ccccc1-2
 : 11% | -13% | 4% | 26% | -8% | -15 | 6% | ? | 14% | / | ?
3. COc1ccc(C(=O)CCC(C)(C)[N+](=O)[O-])cc1OC
 : -3% | 1% | 8% | -4% | 1% | -1 | -7% | -3% | -1% | -1% | 7%
4. Cc1cc(NC(=O)c2ccc(NC(=O)c3cccs3)cc2)no1
 : -5% | 11% | ? | 0% | 34%[activator] | 8 | 9% | -8% | ? | 0% | ?
5. CN(C)c1ccc(/C=N/N(CCC(=O)NC(C)(C)C)C2=NS(=O)(=O)c3ccccc32)cc1
 : -9% | 3% | -5% | -5% | ? | 4 | 7% | 0% | 25% | / | ?
6. O=C(CCCl)Nc1cc(SCCO)cc([N+](=O)[O-])c1
 : ? | 0% | 2% | 1% | 4% | 0 | 4% | 1% | 21% | -2% | -3%
7. CCOCCCNC(=O)C1(O)c2cc(Br)ccc2NC(=O)N1c1ccc(OCC)cc1 (stereo not given)
 : 2% | 2% | 0% | 0% | 3% | -5 | -11% | -2% | 20% | / | -2%
8. Cc1cccc2sc(N(CCN3CCOCC3)C(=O)CCS(=O)(=O)c3ccccc3)nc12
 : / | -21% | / | -3% | / | -2 | -4% | 3% | / | / | -1%
9. COc1ccc(NC(=S)NC(C)C(c2ccccc2)N2CCOCC2)cc1 (stereo not given)
 : -4% | -10% | ? | -5% | -15% | 3 | -8% | 2% | 4.5µM* | 0% | -6%
10. COc1cc(C(=O)N/N=C/C2CC=CCC2)cc(OC)c1OC (stereo not given)
 : ? | -1% | ? | -2% | -2% | 24 | -11% | 4% | -36% | -2% | 10%
11. CC(=O)OCC(OC(C)=O)C(OC(C)=O)C(OC(C)=O)C(=O)Nc1ccc(C)cc1 (stereo not given)
 : -6% | 17% | -6% | -2% | -6% | 0 | -10% | 3% | -10% | -3% | ?
12. CCC1=NN(C(=O)c2ccc(Cl)cc2)C(O)(c2ccccc2)C1 (stereo not given)
 : 2% | -7% | 10µM* | -1% | -19% | -26 | 1% | -3% | ? | 0%[11.5 µM] | -18%
13. COc1ccc(S(=O)(=O)Oc2ccc(C(=S)N3CCOCC3)cc2OC)cc1
 : 0% | -1% | -9% | -1% | -25% | 4 | 0% | -4% | ? | 0%[11.5 µM] | ?
14. O=C(O/N=C1\CCS(=O)(=O)c2sccc21)C1CC1
 : -5% | 1% | -2%[10 µM] | -6% | 5% | 13 | -4% | -9% | 41% | 8% | 7%
15. COc1ccc(C(=O)N(CCc2ccccc2)Cc2ccccc2)cc1S(=O)(=O)N1CCOCC1
 : / | -2% | / | -3% | / | -18 | 3% | 4% | / | / | -27%
16. COc1ccccc1C(=O)NCC(=O)OCC(=O)c1ccc(Cl)s1
 : / | -2% | / | -1% | / | 14 | -3% | -10% | / | / | 8%
17. O=C(NC(Cc1ccccc1)C(=O)O)/C(=C\c1ccc(F)cc1)NC(=O)c1ccccc1 (stereo not given)
 : 8% | -1% | -9% | -4% | 17% | 5 | -2% | 3% | -11% | -6% | 7%
18. C=Cc1cccc(NC(=O)c2ccc(NC(=O)c3ccco3)cc2)c1
 : -2% | -2% | 17% | 2% | ? | 13 | 15% | 3% | ? | 4% | -8%
19. Cc1cccc(C2CC3(CC(C)(C)NC(=S)N3)Oc3cc(O)ccc32)c1 (stereo not given)
 : 10% | -8% | -17% | -2% | 2% | -9 | -3% | 2% | 10µM* | 6% | ?
20. Cc1nc(N2CCCC2)c2ccsc2n1
 : -6% | -10% | 4% | 0% | 4% | 13 | -2% | 3% | 2% | -4% | ?

Taken from above:
Gal4-VP16 FLuc, O=C(O/N=C1\CCS(=O)(=O)c2sccc21)C1CC1 stands at -2%[10 µM]
RORgamma inh, O=C(NC(Cc1ccccc1)C(=O)O)/C(=C\c1ccc(F)cc1)NC(=O)c1ccccc1 (stereo not given) stands at -11%

More compounds.
Every second line gives: MBNL1 CUG block | Mito fusion yeast | Gal4-VP16 FLuc | NPC1 promoter act | Menin-MLL TR inh | KCNH2 3.1 block | Rab9 prom act | FLuc counter | RORgamma inh | PKM2 act | ELG1 repair inh
21. Cc1cc2c(cc1C)C(=O)NC(C)(C)C2
 : 6% | 0% | -12% | / | 5% | -4 | / | -1% | -22% | -2% | /
22. CCc1nc(Sc2nc(C)cc(C)n2)c2oc3ccccc3c2n1
 : -9% | 5% | -9% | -3% | 10% | 5 | -2% | 0% | -19% | -2% | ?
23. COC(=O)c1nc2n(n1)C(c1cccc(Cl)c1)C1=C(CCCC1=O)N2 (stereo not given)
 : -1% | 0% | 2% | 0% | 10% | 18 | 2% | 0% | -18% | -2% | ?
24. O=C(c1ccco1)N1CCN(C(=S)Nc2cccc([N+](=O)[O-])c2)CC1
 : ? | -1% | 7% | -9% | 10% | -29 | -26% | 1% | 1% | 5% | ?
25. O=C(Nc1ccc2[nH]c(=S)sc2c1)c1ccccc1
 : -10% | 19% | 10% | 2.8µM* | 13% | 15 | ? | ? | -23% | -15% | ?
26. COc1ccc(N2C(=O)C3C(C2=O)C(C(=O)c2ccc(Cl)cc2)N2CCCC32)cc1 (stereo not given)
 : 15% | -23% | ? | -4% | / | -14 | -1% | 4% | ? | 16% | ?
27. COc1cc(NC(=O)Nc2ccccc2OC)c(OC)cc1NC(=O)CN1CCCCC1
 : -2% | 0% | -13% | -3% | ? | -1 | 0% | -18% | 7% | 3% | ?
28. O=C(Nc1cccc(C(F)(F)F)c1)/C(=C/c1ccco1)NC(=O)c1cccs1
 : 0% | -3% | -2% | -1% | ? | -28 | -3% | -4% | 2% | 0% | 11%
29. CCCCn1c(N)c(N(C)C(=O)c2ccc(Br)o2)c(=O)[nH]c1=O
 : / | -1% | / | -3% | / | -33 | -7% | / | / | / | 6%
30. O=C(CN1CCCCCC1)Nc1ccccc1F
 : 3% | -2% | 9% | 0% | -1% | 16 | -2% | 1% | -5% | -1% | 1%
31. COCCNC(=O)c1cccc(OC2CCN(Cc3ccc(C(C)C)cc3)CC2)c1
 : -6% | -4% | -1% | 0% | -28% | -47 | -5% | -2% | 42% | -2% | ?
32. CCCC(=O)Nc1c(C)n[nH]c1C
 : 3% | -3% | -7% | -1% | 5% | 3 | -1% | 1% | 9% | 0% | -2%
33. CCc1ccccc1NC(=O)CN(C)C(=O)Cn1ncc(Cl)c(Cl)c1=O
 : 43%[activator] | -5% | -8% | -30% | 3% | 9 | -31%[inhibitor] | 14% | ? | -4% | ?
34. Cn1cnnc1Sc1ccc(C(=O)OCC(=O)NC2CC2)cc1[N+](=O)[O-]
 : ? | -4% | -11% | -4% | 16% | -9 | -4% | -1% | 4% | 6% | 15%
35. O=C(NCCOc1nc(N2CCCCC2)nc(N2CCCCC2)n1)Nc1ccccc1
 : -1% | -2% | -12% | -11% | -1% | / | -2% | 3% | 1% | 7% | ?
36. Cc1ccc(-c2nn(-c3ccccc3)cc2/C=N/NS(=O)(=O)c2ccccc2)cc1
 : 10% | 10% | 4% | -2% | ? | -5 | 1% | ? | ? | -1% | ?
37. Cc1c(NC(=O)c2cc(-n3cnnc3)ccc2Cl)cccc1-c1nc2ccccc2o1
 : ? | -5% | -17% | 0% | -14% | -14 | -2% | 3.8µM* | -1% | -16% | ?

Three compounds from above, ordered by the number in PKM2 act, lowest first:
no. | mol | Mito fusion yeast | NPC1 promoter act | Menin-MLL TR inh | RORgamma inh | PKM2 act
37 | Cc1c(NC(=O)c2cc(-n3cnnc3)ccc2Cl)cccc1-c1nc2ccccc2o1 | -5% | 0% | -14% | -1% | -16%
36 | Cc1ccc(-c2nn(-c3ccccc3)cc2/C=N/NS(=O)(=O)c2ccccc2)cc1 | 10% | -2% | ? | ? | -1%
28 | O=C(Nc1cccc(C(F)(F)F)c1)/C(=C/c1ccco1)NC(=O)c1cccs1 | -3% | -1% | ? | 2% | 0%

Source: PubChem BioAssay (National Center for Advancing Translational Sciences (NCATS))
